Screening data from PubChem BioAssay.
PI5P4Ka inh – inhibitors of human PI5P4K alpha | hit rate 1.2% among 330,000 | max response, % | P48426 | PI5P4Kalpha enzyme, ADP-Glo luminescence, 60 min; active compounds read low; active = max response of -50% or lower; inconclusive = between -30% and -50%; inactive = -30% or higher; also: value at the top dose of about 77 µM; % is scaled to controls: 0 for no effect and ±100 for the full control effect
Target sequence (P48426 whole entry, looked up): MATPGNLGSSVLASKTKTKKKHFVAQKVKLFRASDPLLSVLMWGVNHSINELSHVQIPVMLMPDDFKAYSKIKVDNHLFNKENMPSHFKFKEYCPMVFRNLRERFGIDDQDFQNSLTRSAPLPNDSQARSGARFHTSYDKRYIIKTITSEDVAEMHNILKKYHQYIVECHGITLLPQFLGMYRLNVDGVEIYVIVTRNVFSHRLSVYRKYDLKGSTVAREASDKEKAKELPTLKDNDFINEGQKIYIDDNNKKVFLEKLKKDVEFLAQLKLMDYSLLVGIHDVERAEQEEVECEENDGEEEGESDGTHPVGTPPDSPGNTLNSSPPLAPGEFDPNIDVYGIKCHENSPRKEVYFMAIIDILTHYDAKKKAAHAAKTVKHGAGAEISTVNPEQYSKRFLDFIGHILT
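Human PI5P4Kalpha with substrate in 0.038 M HEPES pH 7.4, 0.28 mM EGTA, 0.1% CHAPS, 5% DMSO; reaction started with 5 microM ATP (final), 60 min at room temperature. ADP formed read by ADP-Glo luminescence.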
WRN inhibitor – inhibitors of human WRN helicase. Q14191. hit rate 0.46% among 360,000. Potency, µM (top dose mostly 114 µM), for the others: at the highest dose activity change, negative = inhibition, hits mostly inhibitors. WRN helicase unwinding, fluorescent forked duplex, kinetic; also: potency is read from the fitted curve at half-maximal effect; % is scaled to controls: 0 for no effect and ±100 for the full control effect; nearly all actives have a fitted effect of over 55% in size
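Primary qHTS, 1536-well format. 20 nM WRN + compound, 15 min RT; start with 100 nM forked fluorophore/quencher duplex, 2 mM ATP (final); kinetic read ex 525/em 598 nm.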
EPAC1 antagonist – antagonists of human EPAC1; AID 720709; hit rate 0.14% among 360,000; EPAC1 GEF assay, Rap1b-BODIPY-GDP exchange fluorescence; O95398; Potency, µM (series often up to 115 µM), for the others: top-dose activity change, negative = inhibition, usual class: inhibitors;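 also: potency is read from the fitted curve at half-maximal effect; plate controls were vehicle for no effect and positive control for full effect; nearly all actives have a fitted effect of over 50% in size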
IL-2 act – activators of IL-2; hit rate 0.065% among 360,000; activation, % (series mostly up to about 46 µM); IL-2 activation reporter assay, cell-based qHTS; stimulated with anti-CD3/CD4/CD28 beads; in transgenic mouse T cells; in the data active = activation above about 50%; inconclusive = mostly about 30% to 49%; also: 0% is about no effect
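Using fluorescent plate cytometry, EGFP and DsRed are detected in transgenic mouse T cells stimulated 18 h at 37 degrees C with antibody-coated beads after 60 min compound pretreatment.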
EPAC1 agonist – activates human EPAC1 exchange factor; O95398; EPAC1 agonist qHTS, biochemical assay; response scale: 100% = response to 6.5 mM cAMP; Potency, µM (doses to about 154 µM), without a hit: at the top dose activation, actives largely listed as activators; hit rate 0.073% among 360,000; AID 720707; also: potency is read from the fitted curve at half-maximal effect; nearly all actives have a fitted effect of over 60% in size
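Multi-concentration qHTS readout: loss of Rap1B-bound BODIPY-GDP fluorescence driven by 100 nM EPAC1 with excess GDP (50 uM), monitored kinetically at room temperature; agonist response expressed relative to 6.5 mM cAMP.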
PLK1 PBD inh – inhibitors of human PLK1 polo-box domain binding; AID 720504; Potency, µM, for inactives: max response, negative = inhibition, actives largely listed as inhibitors; P53350; hit rate 2.8% among 360,000; Plk1 PBD binding of FITC phosphopeptide, fluorescence polarization; also: potency is read from the fitted curve at half-maximal effect; series mostly up to about 57 µM; % is scaled to controls: 0 for no effect and ±100 for the full control effect; nearly all actives have a fitted effect of over 65% in size
Target sequence (P53350 whole entry, looked up, the tested form may be a part): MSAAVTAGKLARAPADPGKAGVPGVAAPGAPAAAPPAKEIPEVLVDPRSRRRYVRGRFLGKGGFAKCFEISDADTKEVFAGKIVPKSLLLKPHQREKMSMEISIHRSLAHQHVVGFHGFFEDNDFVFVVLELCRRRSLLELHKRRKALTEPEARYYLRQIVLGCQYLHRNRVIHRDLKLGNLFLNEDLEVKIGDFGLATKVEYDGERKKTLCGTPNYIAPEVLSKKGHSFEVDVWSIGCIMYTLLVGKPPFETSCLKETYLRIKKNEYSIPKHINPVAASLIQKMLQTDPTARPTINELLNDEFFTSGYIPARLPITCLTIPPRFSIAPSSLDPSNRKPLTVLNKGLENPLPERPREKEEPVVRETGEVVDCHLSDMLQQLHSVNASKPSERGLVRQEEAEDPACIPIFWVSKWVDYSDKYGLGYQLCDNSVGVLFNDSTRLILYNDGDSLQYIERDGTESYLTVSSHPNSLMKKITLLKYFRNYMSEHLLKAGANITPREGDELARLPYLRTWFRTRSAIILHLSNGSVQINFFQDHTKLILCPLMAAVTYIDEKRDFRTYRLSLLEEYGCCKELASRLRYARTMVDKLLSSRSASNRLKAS
Abeta yeast res – compounds reversing amyloid beta toxicity in yeast; yeast expressing A-beta42, growth rescue, OD600, 48 h; response scale: 0% DMSO, 100% iron-clioquinol control; Potency, µM (highest dose often 46.1 µM), for inactives: top-dose growth rescue, actives largely listed as activators; hit rate 0.063% among 410,000; AID 1347071; also: potency is read from the fitted curve at half-maximal effect; nearly all actives have a fitted effect of over 55% in size
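Growth rescue measured by 600 nm absorbance after 48 h yeast culture at 30 C with compound. Values normalized between DMSO and an equimolar ferric chloride plus clioquinol control.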
FUS suppressor – suppressors of FUS proteinopathy in yeast. AID 1347120. S. cerevisiae FUS-expressing, growth rescue, OD600, 24 h. hit rate 0.24% among 390,000. Potency, µM (highest dose often 76.6 µM), inactives show at the top dose growth rescue (activation), actives largely listed as activators;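 also: potency is read from the fitted curve at half-maximal effect; plate controls were DMSO vehicle for no effect and reference control for full effect; nearly all actives have a fitted effect of over 55% in size; some results filed as inactive show a strong effect at the top dose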
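Read-out: OD at 600 nm after 24hr at 30C, reporting rescue of FUS-induced yeast toxicity. Cells at OD 0.005 in galactose (2%) minimal medium; compounds tested in a dilution series; CP55940 titration from 92uM final as control.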
* marks the source's active call; other numbers are inactive results; u = inconclusive; x = not tested or not shown; & = joins results of further samples; [ ] = another dose, or the depositor's remark. Unless noted, calls follow the shape of the dose curve; as a rule, active = well fitted curve in the direction sought with a large enough effect; inconclusive = small, poorly fitted or top-dose-only effect, or another doubt; inactive = no such curve, though single readings can be large; an effect the other way counts as inactive or inconclusive.

nr	canonical_smiles	PI5P4Ka inh	WRN inhibitor	EPAC1 antagonist	IL-2 act	EPAC1 agonist	PLK1 PBD inh	Abeta yeast res	FUS suppressor
1	CCCN1C(=O)c2cc(C(=O)Nc3ccccc3CC)ccc2C1O (stereo unspecified)	1.2	3.8%	5.1%	0.1	-7.6%	-0.5%	2.4%	-24.1%
2	COc1ccc(NC(=O)COC(=O)CN2C(=O)C3CCCCC3C2=O)cc1 (stereo unspecified)	2.6	2.8%	7.8%	2.4	16.4%	-4.2%	2.2%	-51.6%
3	CN(Cc1ccccc1)C(=O)c1[nH]cnc1C(=O)Nc1nccs1	u	-4.5%	1.5%	0.2	-1.2%	u	-10.2%	-15.5%
4	Nc1nc2c(s1)C(=O)CCC2	-2.5	-3.4%	-13.0%	-0.2	7.8%	-2.6%	17.7%	-6.1%
5	CN(C(=O)COC(=O)/C=C/c1ccccc1)C1CCS(=O)(=O)C1 (stereo unspecified)	-0.5	-1.0%	-4.7%	-1.7	0.3%	-11.8%	-9.6%	-7.5%
6	CCOc1cc2c(cc1O)CCC1C2CCC2(C)C(O)CCC12 (stereo unspecified)	0.6	-9.4%	-28.5%	-0.1	-6.6%	-3.0%	-3.0%	x
7	CC(C(=O)Nc1ccc(F)c(F)c1F)N1CCCCCC1 (stereo unspecified)	1.2	-6.6%	-11.6%	-0.9	-2.9%	-4.5%	18.4%	9.0%
8	CCN1CCN(CC(=O)N2c3ccccc3CC2C)CC1 (stereo unspecified)	x	9.8%	9.1%	-0.1	5.0%	-10.2%	-5.8%	10.7%
9	CCN(CC(=O)NCc1ccc(Cl)cc1)C(=O)CCOc1ccc(C)cc1	13.0	15.9%	u	-3.8	-15.2%	-20.3%	0.9%	u
10	O=C(N/N=C/c1sc2ccccc2c1O)c1cccc2ccccc12	-15.9	-25.8%	u	4.2	0.9%	51.8%[activator]	-57.7%[inhibitor]	38.4%
11	CN(C)Cc1ccccc1Sc1ccccc1Br	-3.5	3.0%	3.5%	-2.3	1.0%	-11.0%	-2.4%	x
12	Cc1cccc(N(C)C(=O)CN2C(=O)COc3ccc(S(=O)(=O)N4CCCCCC4)cc32)c1	-1.2	-8.9%	-7.1%	-0.3	1.4%	-4.7%	-3.6%	30.5%&31.3%
13	CC1C(=O)N2CCCc3cc(S(=O)(=O)N(C)CCC#N)cc1c32 (stereo unspecified)	-0.6	0.9%	22.9%	1.4	-17.1%	-5.4%	-5.2%	20.8%
14	NC(=O)C1CCN(C(=S)c2ccc(-c3ccc(Br)cc3)o2)CC1	u	u	-9.7%	1.8	-1.6%	11.9µM*	-17.0%	13.0%
15	COc1cc(CNC(=O)Nc2nc(C(N)c3ccccc3)cs2)cc(OC)c1OC (stereo unspecified)	-0.7	-6.6%[57.1 µM]	-9.9%	1.5	-3.7%	-5.0%	-2.4%	27.2%
16	CCc1ccc(NC(=O)[C@H](C)NC(=O)C2CCN(C(=O)[C@@H](N)CC(C)C)CC2)cc1	-8.7	5.7%	-19.0%	-0.4	3.8%	-10.2%	-4.9%	-17.0%
17	CCOC(=O)c1cc(C)[nH]c1C	-3.6	0.7%	-16.3%	1.8	4.8%	-7.6%	2.7%	0.6%
18	COc1ccc2cc(S(=O)(=O)c3ccccc3)c(=O)oc2c1	-5.2	-4.9%	6.6%	-0.3	1.7%	-13.0%	-13.1%	-20.7%
19	O=C1/C(=C/c2ccncc2)SC(=S)N1Cc1ccccc1	2.2	-14.2%	-0.4%	-7.0	8.7%	u	5.3%	14.6%
20	CC1(C)C2([N+](=O)[O-])CN3CC1([N+](=O)[O-])CN(C2)C3c1ccccc1 (stereo unspecified)	x	8.1%	14.3%	-2.8	4.2%	2.8%	13.0%	14.4%
21	CC1CN(C(=O)c2ccccc2OCc2ccc(Cl)cc2Cl)CC(C)O1 (stereo unspecified)	-5.6	4.4%	-0.9%	0.6	-5.3%	3.5%	-4.3%	30.1%
22	CCCCN(C)CCCNC(=O)c1ccc(N2CCCC2=O)cc1	4.6	-1.1%	0.9%	-1.2	0.4%	-1.2%	-2.1%	16.7%
23	O=C(/C=C\N1CCOCC1)c1ccc(Br)cc1	-27.2	-19.2%	4.7%	0.5	3.5%	5.8%	-92.9%[inhibitor]	19.4%
24	Cc1ccc(S(=O)(=O)N2CCN(C(=O)NCc3ccc(C(=O)O)cc3)CC2)cc1	-3.2	-9.0%	23.0%	-0.2	1.0%	0.0%	-0.9%	5.5%
25	O=C(Cn1nc(C(=O)O)c2ccccc2c1=O)NC12CC3CC(CC(C3)C1)C2	-4.1	-8.8%	-6.0%	0.2	10.5%	-3.6%	-11.4%	-2.8%
26	CN1C(=O)C(CC(=O)NC2CCCCC2)N(C)C1=O (stereo unspecified)	-6.5	-1.0%	-12.8%	-4.4	-5.7%	-27.8%	-14.8%	7.2%
27	CCOC(=O)CC1C(=O)NCCN1C(=O)Nc1ccccc1 (stereo unspecified)	6.6	-11.2%	-5.1%	2.3	1.2%	-4.1%	-0.4%[9.22 µM]	-40.3%
28	O=C(NC(=S)NCCc1ccccc1)c1ccco1	1.6	-8.8%	-4.0%	-0.3	-2.3%	-4.4%	10.0%	6.9%
29	CC(=O)Nc1cccc(C(=O)/C=C/c2cccs2)c1	-2.7	-6.3%	9.7%	-5.0	1.1%	-2.5%	-11.2%	x
30	Cc1ccc2c(c1)c1c(n2CC(O)CN2C(=O)CNC2=O)C(=O)CCC1 (stereo unspecified)	-2.1	10.7%	6.8%	0.7	-9.2%	5.5%	20.0%	4.9%

The list goes on; the last two above are carried over.
nr	canonical_smiles	PI5P4Ka inh	WRN inhibitor	EPAC1 antagonist	IL-2 act	EPAC1 agonist	PLK1 PBD inh	Abeta yeast res	FUS suppressor
29	CC(=O)Nc1cccc(C(=O)/C=C/c2cccs2)c1	-2.7	-6.3%	9.7%	-5.0	1.1%	-2.5%	-11.2%	x
30	Cc1ccc2c(c1)c1c(n2CC(O)CN2C(=O)CNC2=O)C(=O)CCC1 (stereo unspecified)	-2.1	10.7%	6.8%	0.7	-9.2%	5.5%	20.0%	4.9%
31	O=C(COc1ccc(Br)cc1CNC1CCCC1)Nc1ccccc1	0.3	1.4%	4.9%	-1.2	7.0%	6.8%	1.3%	12.5%
32	COc1cccc(C(=O)C2CCCN(C(=O)c3cccc(C#CC(C)(C)O)c3)C2)c1 (stereo unspecified)	2.2	1.0%	10.0%	-2.5	6.5%	-12.0%	4.8%	18.8%
33	CC1CC(O)(CC(O)(c2ccccc2)c2ccccc2)C(C)CN1C (stereo unspecified)	1.7	1.6%[57.1 µM]	-8.0%	-3.7	10.7%	-3.7%	1.0%	-9.7%
34	CC(=O)Nc1ccc(NC(=O)C2CCCN2/C=C/C(=O)C(F)(F)F)cc1 (stereo unspecified)	2.3	-1.9%	-9.6%	-2.1	0.7%	-0.3%	-5.1%	6.5%
35	CCCNC(=O)c1cc(Cl)c(NC(=O)C2=C(C)OCCS2)cc1OC	-1.2	-1.9%[57.1 µM]	1.3%	-0.5	-0.6%	-17.7%	-14.0%	36.6%
36	CCN(CC)CCCN1C(=O)CSC1c1ccc([N+](=O)[O-])cc1 (stereo unspecified)	0.4	-0.4%	-0.8%	1.1	13.7%	-1.4%	8.6%	-44.0%
37	Cn1c(-c2ncc(F)cc2F)cc2onc(-c3c(F)cccc3Cl)c2c1=O	3.2	-17.7%	3.2%	-2.9	-10.7%	-12.9%	-27.4%	-6.8%
38	CCCN(CCC)C(=O)C1CCN(c2cc(C)nc3c(-c4ccc(OC)c(OC)c4)c(C)nn23)CC1	-5.3	5.6%	3.0%	-2.4	-1.2%	0.9%	5.8%	23.2%
39	CC(C)(C)c1ccc(C(=O)NNc2cc(N3CCCCC3)nc(N3CCCCC3)n2)cc1	-2.7	-2.8%	-0.7%	0.1	8.1%	-10.2%	9.8%	u
40	Clc1ccc2c(c1)CNc1c(ncnc1N1CCOCC1)O2	-0.5	3.1%	-2.3%	0.0	4.2%	-9.8%	29.8%	-2.4%
41	CC(=O)OCC(=O)C1(O)CCC2C3CCC4=CC(=O)C=CC4(C)C3C(=O)CC21C (stereo unspecified)	0.1	7.6%	-3.4%	-0.5	8.0%	-0.1%	5.5%	9.4%
42	Cc1cc(NC(=O)C2C3C(=O)N(CC4CCCO4)C(C(=O)NCc4ccccc4)C34C=CC2(C)O4)no1 (stereo unspecified)	-8.6	0.7%	10.3%	0.5	4.0%	-14.8%	-14.4%	0.0%
43	Cc1c(C(=O)NCc2cccs2)oc2ccc(Br)cc12	x	-15.0%	1.4%	2.4	26.8%	-1.0%	-6.2%	21.3%
44	CC(/C=C/c1ccco1)=N\NC(=O)c1cc(Cl)ccc1O	-80.1*	u	u	1.1	-0.6%	u	16.4%	38.9%
45	COc1ccc2cc3c(N)nn(C(=O)c4ccccc4Cl)c3nc2c1	0.1	-6.9%	-19.1%	2.4	-2.5%	-7.2%	0.7%&-10.6%	-12.5%&-19.5%
46	CCN(CC(=O)Nc1ccc(Br)c(C)c1)CC(=O)NC(C)C	-3.3	-3.3%	-6.2%	-0.8	-4.5%	2.2%	16.8%	-1.4%
47	C/C(=N\Nc1ccc([N+](=O)[O-])cc1)c1ccc(-n2nncc2C)cc1	-13.6	5.1%	55.1%[activator]	-2.0	-238.1%[inhibitor]	-1.2%	23.4%	4.4%
48	Cc1n[nH]c(C)c1CN(C)C(=O)c1cc(COc2ccc(F)c(F)c2)on1	-6.4	-22.5%	-0.3%	-2.3	-6.7%	4.0%	-3.5%	x
49	Cc1onc(-c2c(F)cccc2Cl)c1C(=O)NNC(=O)C1CCN(Cc2ccccc2)CC1	1.2	-3.3%	-18.6%	0.7	0.7%	-5.6%	-10.0%	13.0%
50	CCOC(=O)CC(=O)Nc1ccc(Br)cc1C(=O)O	-16.4	7.9%	-23.3%	-0.3	-8.8%	-9.3%	7.1%	3.8%
51	CC(c1ccc(O)cc1)(c1ccc(O)cc1)c1ccc(CCBr)cc1	0.0	-12.6%	-4.6%	0.8	20.2%	-3.4%	23.1%	-9.6%
52	CC(=O)c1cccc(NC(=S)NC2CCCCC2)c1	0.3	-1.8%	-0.9%	-0.3	3.0%	-1.4%	7.1%	x
53	CC(OC(=O)c1ccc(Cl)c(S(=O)(=O)N2CCc3ccccc32)c1)C(=O)Nc1ncc(Cl)cc1Cl (stereo unspecified)	0.5	-32.8%	-12.5%	-0.7	6.4%	-6.7%	-8.8%	x
54	O=[N+]([O-])c1cccc(/C=N/NC2=NS(=O)(=O)c3ccccc32)c1	-9.5	-5.9%	-2.9%	1.4	8.4%	26.7µM*	-7.0%	10.6%
